Screening results: PubChem BioAssay, National Center for Advancing Translational Sciences (NCATS)
SMN2 splice up = qHTS Assay for Enhancers of SMN2 Splice Variant Expression | HEK293 SMN2-luciferase splicing reporter, luminescence, 30-36 h | Potency, µM (titrated, usually from 46.1 µM), inactives show at the top dose activity change, positive = activation, most hits filed as activators | hit rate 2.8% among 210,000 | AID 1458, 2008; also: % of control where 0% means no effect; nearly all actives have a fitted effect of over 55% in size
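HEK293 cells carry an SMN2 minigene-luciferase reporter in which exon 7 inclusion puts luciferase in frame. Cells were seeded at 2000 cells/well, attached for 10-12 hours, then exposed to compounds for 30-36 hours at 37C before ONE-Glo luminescence.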
ALDH1A1 block = qHTS Assay for Inhibitors of Aldehyde Dehydrogenase 1 (ALDH1A1); Aldehyde dehydrogenase 1A1 (Homo sapiens), P00352; AID 1030, 2008; hit rate 7.3% among 220,000; Potency, µM (doses to about 75.3 µM), for inactives: top-dose activity, negative = inhibition, most hits filed as inhibitors; Purified ALDH1A1, NADH fluorescence, propionaldehyde substrate; active = well fitted inhibition curve with a large enough effect, not every such curve was filed as active; inconclusive = small, poorly fitted or top-dose-only effect, or another doubt; inactive = no such curve, though single readings can be large or run the other way;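 also: plate controls were no enzyme wells and a reference inhibitor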
Tau fibril ThT = qHTS for Inhibitors of Tau Fibril Formation, Thioflavin T Binding; AID 1460, 2008; hit rate 2.1% among 270,000; recombinant tau K18 P301L, heparin-induced fibrillization, ThT fluorescence; Microtubule-associated protein tau (Homo sapiens), P10636; Potency, µM (doses to about 57.4 µM), inactives show top-dose activity, negative = inhibition, usual class: inhibitors; also: % is scaled to controls: 0 for no effect and ±100 for the full control effect; nearly all actives have a fitted effect of over 55% in size
Target sequence (P10636 561-689 P618L limits assumed): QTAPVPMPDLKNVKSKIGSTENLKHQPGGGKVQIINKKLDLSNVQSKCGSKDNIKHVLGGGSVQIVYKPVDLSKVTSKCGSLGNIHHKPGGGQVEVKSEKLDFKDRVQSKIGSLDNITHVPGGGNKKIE
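ThT emission at 510 nm, taken 1 hr after adding 30 uM dye, quantifies aggregates formed when 20 uM heparin acts on human tau K18 P301L for 6 hr at 37 C.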
RECQ1 inh = qHTS Assay for Inhibitors of RecQ-Like Dna Helicase 1 (RECQ1). ATP-dependent DNA helicase Q1 (Homo sapiens), P46063. RECQ1 DNA unwinding, red fluorescence kinetic read. Potency, µM (titrated, usually from 57.3 µM), without a hit: at the top dose activity, negative = inhibition, usual class: inhibitors. hit rate 0.54% among 240,000. AID 2549, 2010;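 also: plate controls were vehicle for no effect and no enzyme for full effect; nearly all actives have a fitted effect of over 30% in size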
Target sequence (P46063 whole entry, looked up): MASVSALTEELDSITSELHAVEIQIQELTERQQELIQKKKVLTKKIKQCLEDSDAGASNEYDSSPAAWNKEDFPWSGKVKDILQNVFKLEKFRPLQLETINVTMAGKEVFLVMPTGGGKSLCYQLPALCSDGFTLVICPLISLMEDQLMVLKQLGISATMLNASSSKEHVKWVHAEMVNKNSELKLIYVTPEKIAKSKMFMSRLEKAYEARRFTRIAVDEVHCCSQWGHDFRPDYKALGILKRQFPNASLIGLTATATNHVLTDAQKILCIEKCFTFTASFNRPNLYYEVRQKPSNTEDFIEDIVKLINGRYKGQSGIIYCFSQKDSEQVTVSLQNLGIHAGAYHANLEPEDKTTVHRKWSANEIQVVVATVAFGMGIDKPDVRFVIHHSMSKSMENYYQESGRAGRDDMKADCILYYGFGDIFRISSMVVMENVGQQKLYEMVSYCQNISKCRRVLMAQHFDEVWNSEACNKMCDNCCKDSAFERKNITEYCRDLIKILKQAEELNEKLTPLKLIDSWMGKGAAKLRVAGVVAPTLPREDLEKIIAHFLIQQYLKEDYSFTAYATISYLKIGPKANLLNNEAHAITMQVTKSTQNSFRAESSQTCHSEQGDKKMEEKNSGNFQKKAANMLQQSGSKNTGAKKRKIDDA
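RECQ1T1 50 nM; forked duplex (20 bp + 30-nt ss tails) 200 nM, ATP 2 mM final; pH 8.0, 2 mM MgCl2, 2.5 ug/ml poly(dI-dC); 15 min compound preincubation; discontinuous kinetic read over 2 h at RT.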
JMJD2E inh = qHTS Assay for Inhibitors of Human Jumonji Domain Containing 2E (JMJD2E). Lysine-specific demethylase 4E (Homo sapiens), B2RXH2. JMJD2E catalytic domain, FDH-coupled NADH fluorescence (FDH is formaldehyde dehydrogenase). Potency, µM (highest dose often 57.1 µM), for the others: top-dose activity change, negative = inhibition, actives largely listed as inhibitors. hit rate 1.6% among 230,000. AID 2147, 2009; active = well fitted inhibition curve with a large enough effect, not every such curve was filed as active; inconclusive = small, poorly fitted or top-dose-only effect, or another doubt; inactive = no such curve, though single readings can be large or run the other way;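 also: 0% = wells with enzyme and -100% = buffer wells without enzyme; nearly all actives have a fitted effect of over 50% in size; many of its hits are not listed in these tables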
Starred values were filed as active, the others as inactive; i = inactive; ? = inconclusive; . = not tested or not shown; & = joins results of further samples; [ ] = dose if it differs, or a comment. Unless noted, calls follow the shape of the dose curve; as a rule, active = well fitted curve in the direction sought with a large enough effect; inconclusive = small, poorly fitted or top-dose-only effect, or another doubt; inactive = no such curve, though single readings can be large; an effect the other way counts as inactive or inconclusive. Potency is read from the fitted curve at half-maximal effect. Only part of the results is shown; the hit share may differ from the screen's.

1) Cc1ccc(-n2c(C(C)C)nc3oc4ccccc4c(=O)c3c2=O)cc1
2) CCC(=O)Nc1ccc2oc(-c3cccnc3)nc2c1
3) COC(=O)COc1ccc(NC(=O)c2ccco2)cc1
4) Cc1cccc2c1-c1sc(C(=O)NCCCN3CCc4ccccc4C3)cc1CO2
5) Cn1ncc(Br)c1NC(=O)CSc1ccc(Cl)cc1
6) COc1cc(/C=C2\SC(=Nc3ccc(O)cc3)NC2=O)cc(OC)c1OC
compound no.,1,2,3,4,5,6
RECQ1 inh,-9%,-8%,0%,-11%,-24%,-6%
JMJD2E inh,3%,?,-1%,?,5%,-24%
Tau fibril ThT,.,.,.,.,.,.
ALDH1A1 block,.,.,.,.,.,.
SMN2 splice up,.,.,.,.,.,.

Next part, overlapping the part above by 2 compounds.
5) Cn1ncc(Br)c1NC(=O)CSc1ccc(Cl)cc1
6) COc1cc(/C=C2\SC(=Nc3ccc(O)cc3)NC2=O)cc(OC)c1OC
7) Cc1cc(=O)[nH]c(NN)n1
8) Nc1nc(Nc2ccc(Cl)cc2)nc(NCCO)c1[N+](=O)[O-]
9) CCOC(=O)C(C)Oc1cccc2c(=O)n(CC(=O)NCc3ccccc3)ccc12 (stereo not drawn)
10) CN(C)C(=O)CSc1nnc(-c2cccs2)n1-c1ccccc1
11) COc1ccc(-n2nnnc2/C(=C/N(C)C)C(=O)c2ccccc2)cc1
12) CCCCCCc1ccc(-c2ccc(C#N)cc2)cc1
compound no.,5,6,7,8,9,10,11,12
RECQ1 inh,-24%,-6%,-10%,i,-3%,?,13%,-5%
JMJD2E inh,5%,-24%,-24%,10%,?,-13%,3%,.
Tau fibril ThT,.,.,.,.,.,.,.,.
ALDH1A1 block,.,.,.,.,.,.,.,8%
SMN2 splice up,.,.,.,.,.,.,.,-5%

13) C=CC(=C)CCC=C(C)C
14) NCCCCCCN
15) CCc1ccccc1O
16) Nc1ccccc1N
17) CCCCCCCCCCCCC1CO1 (stereo not drawn)
18) C=CCOC(=O)COCCC(C)C
compound no.,13,14,15,16,17,18
RECQ1 inh,-2%,-2%,-9%,8%,6%,11%
JMJD2E inh,.,.,.,.,.,.
Tau fibril ThT,.,.,.,.,.,.
ALDH1A1 block,8%,2%,3%,6%,22%,4%
SMN2 splice up,11%,-6%,-7%,11µM*,13%,-2%

19) Nc1cc(Cl)c([N+](=O)[O-])cc1O
20) CC(=C/C=C/C(C)=C/C=C/C=C(C)/C=C/C=C(C)/C=C/C(=O)O)/C=C/C(=O)O
21) C1COC1
22) O=C1NC(=O)c2cc([N+](=O)[O-])ccc21
23) Nc1cccc2c(=O)[nH][nH]c(=O)c12
24) O=C(OCC(COC(=O)c1ccccc1)(COC(=O)c1ccccc1)COC(=O)c1ccccc1)c1ccccc1
compound no.,19,20,21,22,23,24
RECQ1 inh,-5%,-15%,-4%,-2%,-11%,4%
JMJD2E inh,.,.,.,.,.,.
Tau fibril ThT,.,.,.,.,.,.
ALDH1A1 block,?,14%,9%,2%,?,1%
SMN2 splice up,6%,-2%,-4%,-7%,1%,-1%

25) C=C(C)C(=O)OCC(C)O (stereo not drawn)
26) C/C=C1/C(=O)C[C@H]2[C@@H]3CCC4=CC(=O)CC[C@]4(C)[C@H]3CC[C@]12C
27) Cc1ccc(C)c(O)c1
28) CC(C)(c1ccc(O)cc1)c1ccc(O)cc1
29) O=C(O)c1cccc([N+](=O)[O-])c1
30) Cc1c(N=C=O)cccc1N=C=O
compound no.,25,26,27,28,29,30
RECQ1 inh,-6%,-1%,8%,-9%&-5%,-6%,-1%
JMJD2E inh,.,.,.,.,.,.
Tau fibril ThT,.,.,.,.,.,.
ALDH1A1 block,-1%,?,7%,-7%&-1%,2%,7%
SMN2 splice up,-6%,-40%[inhibitor],4%,-23%&-4%,0%,1%

31) COc1cc(-c2ccc(N=C=O)c(OC)c2)ccc1N=C=O
32) COC(=O)c1ccccc1
33) C=C(C)C(=O)OCCCCCC
34) CC(C)=C1CCC(C)CC1=O (stereo not drawn)
35) Nc1ccc([N+](=O)[O-])c(N)c1
36) C/C=C/C=C/C=O
compound no.,31,32,33,34,35,36
RECQ1 inh,-6%,0%,0%,11%,-4%,4%
JMJD2E inh,.,.,.,.,.,.
Tau fibril ThT,.,.,.,.,.,.
ALDH1A1 block,?,8%,8%,1%,-6%,25µM*
SMN2 splice up,-10%,-5%,-1%,5%,-1%,1%

37) O=[N+]([O-])c1cccc(Cl)c1Cl
38) O=C(Cl)c1c(Cl)cccc1Cl
39) CCCCC(CC)COC(=O)c1ccccc1C(=O)O (stereo not drawn)
40) CC(C)=CCl
41) C[C@@H]1CC2(OC3C[C@@]4(C)C5=CC[C@H]6C(C)(C)C(O[C@@H]7OC[C@@H](O)[C@H](O)[C@H]7O)CC[C@@]67C[C@@]57CC[C@]4(C)C31)OC(O)C1(C)OC21 (stereo partly drawn)
42) CC(C)CO
compound no.,37,38,39,40,41,42
RECQ1 inh,-5%,-7%,7%,-2%,-14%,-5%
JMJD2E inh,.,.,.,.,.,.
Tau fibril ThT,.,.,.,.,.,.
ALDH1A1 block,-1%,?,6%,-5%,?,6%
SMN2 splice up,-4%,25%,-3%,25%,2%,-3%

Sorted by the number under RECQ1 inh (rising): five from the list above.
item | Structure | RECQ1 inh
41 | C[C@@H]1CC2(OC3C[C@@]4(C)C5=CC[C@H]6C(C)(C)C(O[C@@H]7OC[C@@H](O)[C@H](O)[C@H]7O)CC[C@@]67C[C@@]57CC[C@]4(C)C31)OC(O)C1(C)OC21 (stereo partly drawn) | -14%
38 | O=C(Cl)c1c(Cl)cccc1Cl | -7%
42 | CC(C)CO | -5%
40 | CC(C)=CCl | -2%
39 | CCCCC(CC)COC(=O)c1ccccc1C(=O)O (stereo not drawn) | 7%

Following part.
43) CCCCCCCC/C=C\CCCCCCCC(=O)N(CCO)CCO
44) C=CC(=O)CC
45) Oc1ccc2cc(SSc3ccc4cc(O)ccc4c3)ccc2c1
46) ClC/C=C/CCl
47) CC(=O)C1(C)CC2=C(CCCC2(C)C)CC1C (stereo not drawn)
48) Cc1ccc(Cl)cc1
compound no.,43,44,45,46,47,48
RECQ1 inh,-11%,10%,-5%,-5%,-4%,1%
JMJD2E inh,.,.,.,.,.,.
Tau fibril ThT,.,.,.,.,.,.
ALDH1A1 block,?,2µM*,-44%,-5%,?,10%
SMN2 splice up,-6%,6%,-40%,1%,-2%,-8%

49) ON=C1CCCCC1
50) O=Cc1ccccc1Cl
51) Cc1ccc(Br)cc1
52) C=CCCC
53) CC(C)C(C)C
54) O=C(OCC1CO1)C1CCCCC1C(=O)OCC1CO1 (stereo not drawn)
compound no.,49,50,51,52,53,54
RECQ1 inh,-16%,-3%,-6%,-7%,10%,-13%
JMJD2E inh,.,.,.,.,.,.
Tau fibril ThT,.,.,.,.,.,.
ALDH1A1 block,2%,9%,?,8%,25%,7%
SMN2 splice up,-9%,20%,-2%,2%,-1%,-5%

Sorted by length of the SMILES (low to high): some entries from above
52) C=CCCC
49) ON=C1CCCCC1
48) Cc1ccc(Cl)cc1
54) O=C(OCC1CO1)C1CCCCC1C(=O)OCC1CO1 (stereo not drawn)
compound no.,52,49,48,54
RECQ1 inh,-7%,-16%,1%,-13%
JMJD2E inh,.,.,.,.
Tau fibril ThT,.,.,.,.
ALDH1A1 block,8%,2%,10%,7%
SMN2 splice up,2%,-9%,-8%,-5%

(cont.)
55) Nc1ccc(O)cc1
56) O=C(O)c1ccc(CO)o1
57) O=C(O)c1ccccc1C(c1ccc(O)cc1)c1ccc(O)cc1
58) Cc1cc(C)cc([N+](=O)[O-])c1
59) Cc1ccc2nc(-c3ccc(N)cc3)sc2c1S(=O)(=O)O
60) Cc1ccc(Cl)cc1N
compound no.,55,56,57,58,59,60
RECQ1 inh,-11%,-2%,1%,15%,?,8%
JMJD2E inh,.,.,.,.,.,.
Tau fibril ThT,.,.,.,.,.,.
ALDH1A1 block,?,13%,28µM*,3%,?,-11%
SMN2 splice up,12%,-1%,8%,-1%,14µM*,3%

Part of the list above, showing only Tau fibril ThT, RECQ1 inh and JMJD2E inh:
nr	canonical_smiles	Tau fibril ThT	RECQ1 inh	JMJD2E inh
26	C/C=C1/C(=O)C[C@H]2[C@@H]3CCC4=CC(=O)CC[C@]4(C)[C@H]3CC[C@]12C	.	-1%	.
27	Cc1ccc(C)c(O)c1	.	8%	.
28	CC(C)(c1ccc(O)cc1)c1ccc(O)cc1	.	-9%&-5%	.

Following part:
61) Nc1cc(C(=O)O)c(O)c(S(=O)(=O)O)c1
62) CC/C(C)=N/O
63) CC1(N)CCC(C(C)(C)N)CC1 (stereo not drawn)
64) CCOC(=O)CCN1C(=O)[C@H]2[C@H]3[C@H](O)[C@H](O)C/C(=N/NC(=O)OCc4ccccc4)[C@H]3CC[C@@H]2C1=O
65) Cc1cc2c(nc1C)CCCCN2C[C@H](O)CN1CCCc2nc(-c3ccc(Br)cc3)ccc21
66) CC(C)=NO[C@@H](C)CN1CCCCc2nc(C)c(C)cc21
compound no.,61,62,63,64,65,66
RECQ1 inh,-4%,-15%,-1%,i[11.5 µM],21%[11.5 µM],i[11.5 µM]
JMJD2E inh,.,.,.,.,.,.
Tau fibril ThT,.,.,.,-9%[11.5 µM],-20%[11.5 µM],4%[11.5 µM]
ALDH1A1 block,?,15%,?,-3%[13.5 µM],-1%[13.5 µM],-7%[13.5 µM]
SMN2 splice up,-3%,-3%,0%,.,.,.

67) CCCNC(=O)OC[C@@H]1O[C@H](CCO/N=C2\c3cc(OC)ccc3O[C@H](c3cccc(OC)c3)[C@H]2O)C=C[C@@H]1Oc1ccc(OC)cc1
68) COCC#Cc1ccc(C2C(C)CCC3C(=O)N4C(CCC(C)C4c4ccc(C#CCOC)cc4)C(=O)N32)cc1 (stereo not drawn)
69) COC(=O)C/C=C/C(C)C(OCc1cccc(-c2ccccc2)c1)C1CCCCC1 (stereo not drawn)
70) COc1cc([C@@H]2c3cc4c(cc3[C@@H](OC3OC5COC(C)OC5C(O)C3O)[C@H]3COC(=O)[C@H]23)OCO4)cc(OC)c1O (stereo partly drawn)
71) CC(=O)OCC1OC(C#CCCc2ccccc2)C=CC1OC(C)=O (stereo not drawn)
compound no.,67,68,69,70,71
RECQ1 inh,i[11.5 µM],14%[11.5 µM],i[11.5 µM],-15%,i[11.5 µM]
JMJD2E inh,.,.,.,.,.
Tau fibril ThT,-4%[11.5 µM],-9%[11.5 µM],-2%[11.5 µM],-10%,?
ALDH1A1 block,3%[13.5 µM],13%[13.5 µM],3%[13.5 µM],-1%,?
SMN2 splice up,.,.,.,.,.
